TRPML3 agonist: human TRPML3 channel agonists, primary screen, cell-based, HEK293 TRPML3-YFP, Fluo-8 calcium fluorescence, 3 µM | 100% = the carbachol control signal | activation, % at 3 µM | Mucolipin-3 (Homo sapiens), Q8TDD5 | AID 1448, 2008 | 220,000 compounds, 0.29% hits;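 active means activation above its plate's cutoff, the mean activation of the plate's test wells plus 3 SD, cut at about 12% in these data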;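 further: 0% = DMSO only wells and 100% = carbachol wells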
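Material: TRPML3-YFP stable HEK293 cells | Dosing: One concentration, 3 µM nominal, 0.3% DMSO | Timing: 125 s total fluorescence read per well | Technique: Fluo-8 calcium dye fluorescence, ex 470-495, em 515-575 nm | Measure: Percent activation from peak-to-basal fluorescence ratio, scaled between DMSO and carbachol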
TRPN1 ag: zebrafish TRPN1 channel agonists, primary screen, cell-based, HEK293, calcium fluorescence. transient receptor potential cation channel N1 (TRPN1/NompC), Danio rerio. AID 1424, 2008. HEK293 zebrafish TRPN1-YFP, Fluo-8 calcium fluorescence; 100% = response to 87 µM carbachol. activation, % at 3 µM. 220,000 compounds, 0.18% hits;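 active means activation above its plate's cutoff, the mean activation of test wells on that plate plus 3 SD, cut at about 19% in these data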;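 further: 0% = DMSO alone and 100% = 87 µM carbachol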
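System: zebrafish TRPN1-YFP in HEK293 cells / Dosing: 3 µM single point / Timing: dye loading 1 h at 37 °C, then 30 min room temperature / Signal: Fluo-8 calcium fluorescence, excitation 470-495 nm, emission 515-575 nm / Read-out basis: percent activation from peak over basal fluorescence ratio, control-normalized / Control set: high carbachol 87 µM, low DMSO alone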
RBBP9 inh: human RBBP9 inhibitors, primary screen, biochemical, fluorescence polarization, FP-Rh probe, HTS | AID 1515, 2009 | inhibition, % at 7.94 µM | 220,000 compounds, 0.2% hits | recombinant RBBP9 | Serine hydrolase RBBP9 (Homo sapiens), O75884;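 active means inhibition above the campaign mean of all tested compounds plus 3 SD, cut at about 14% in these data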;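 further: plate controls were DMSO wells with RBBP9 for no effect and wells lacking RBBP9 protein for full effect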
Target sequence (O75884 whole entry, looked up): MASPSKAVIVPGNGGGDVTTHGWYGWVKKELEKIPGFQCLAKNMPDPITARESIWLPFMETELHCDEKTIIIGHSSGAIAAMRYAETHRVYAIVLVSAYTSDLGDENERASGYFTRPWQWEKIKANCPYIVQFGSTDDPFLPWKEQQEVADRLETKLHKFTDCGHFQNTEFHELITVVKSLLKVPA
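system = RBBP9 protein | input = RBBP9 at 2.5 µM in dispensed solution, before mixing | measured by = fluorescence polarization (mP), excitation 525 nm, emission 598 nm | incubation = enzyme-compound preincubation 30 min, then probe labeling 45 min, 25 °C | buffer or medium = Tris-NaCl-Pluronic buffer, pH 8.0 | compound = single dose 7.94 µM | also added = FP-Rh probe, 375 nM dispensing solution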
BaF3 parental: parental Ba/F3 cell viability inhibition, counter-screen for JAK2V617F inhibitor project, murine pro-B, CellTiter-Glo luminescence; 220,000 compounds, 1.1% hits; AID 1486, 2009; CellTiter-Glo ATP luminescence; inhibition, % at 5.6 µM;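 active means inhibition above a per-campaign cutoff, the mean inhibition of all tested compounds plus 3 SD, cut at about 27% in these data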;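 further: 0% = DMSO wells and 100% = JAK Inhibitor I control wells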
Ba/F3 V617F tox: reduced viability of JAK2V617F-dependent Ba/F3 cells, primary screen, JAK2V617F inhibitor project, cell-based, Ba/F3 EpoR-JAK2V617F, luminescence; inhibition, % at 5.6 µM; ATP luminescence; 220,000 compounds, 1.1% hits;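 active means inhibition above the campaign mean plus 3 SD over all tested compounds, cut at about 24% in these data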;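 further: cytokine-independent growth of Ba/F3 cells driven by EpoR plus mutant JAK2; 0% = DMSO-treated cells and 100% = JAK inhibitor I control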
TNF death inh: inhibitors of TNF-alpha triggered necroptosis, primary screen, cell-based, Jurkat FADD-/-, single concentration; AID 463075, 2010; 220,000 compounds, 0.068% hits; activation (protection from cell death), % at 10 µM; Jurkat FADD-/- TNF necroptosis rescue, ATP luminescence, 24 h; 0 = TNF only, 100 = no-TNF cells;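 active means activation, meaning protection from cell death, of at least 50% relative to plate controls; inactive means activation below 50%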;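 further: necroptosis triggered by 40 ng/mL TNF-alpha added together with compound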
PPC-1+TRAIL kill: compounds killing PPC-1 cancer cells with TRAIL present, primary screen, TRAIL potentiator project, ATPLite luminescence, uHTS | PPC-1 cells + TRAIL, ATPLite viability luminescence | cell killing (% activity), % at 4 µM | 220,000 compounds, 0.41% hits | AID 1443, 2008;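 active means cell killing above 50% in the first pass at 4 µM, then a duplicate retest at 5 µM averaging 50% or more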;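 further: plate controls were cells with TRAIL plus DMSO for no effect and medium-only wells lacking cells for full effect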
CHOP inh: inhibitors of CHOP promoter induction, primary screen, cell-based, unfolded protein response, luciferase reporter; AID 2732, 2010; 220,000 compounds, 3.8% hits; inhibition, % at 10 µM; CHO-K1 CHOP-promoter luciferase, tunicamycin-induced, 15-18 h;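 active means compounds that reduced the stress-induced luciferase reporter signal by more than about 70% of percent inhibition, limit read from the data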;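 further: 0% = tunicamycin plus vehicle and 100% = wells without tunicamycin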
Wee1 stabilizer: Wee1 degradation inhibitors, primary screen, cell-based, HeLa, Wee1K328M-luciferase, luminescence; Wee1-like protein kinase (Homo sapiens), P30291; HeLa Luc-Wee1K328M stability; 100% = proteasome inhibitor MG132 effect; reporter increase, % at 5 µM; 220,000 compounds, 1.2% hits;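 active means activation above the mean of all tested compounds plus 3 SD, set per screening run, cut at about 8.8% in these data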;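 further: cells exposed to compound for 20 h before luminescence read; 0% = DMSO alone and 100% = MG132 at 30 µM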
Target sequence (P30291 whole entry K328M): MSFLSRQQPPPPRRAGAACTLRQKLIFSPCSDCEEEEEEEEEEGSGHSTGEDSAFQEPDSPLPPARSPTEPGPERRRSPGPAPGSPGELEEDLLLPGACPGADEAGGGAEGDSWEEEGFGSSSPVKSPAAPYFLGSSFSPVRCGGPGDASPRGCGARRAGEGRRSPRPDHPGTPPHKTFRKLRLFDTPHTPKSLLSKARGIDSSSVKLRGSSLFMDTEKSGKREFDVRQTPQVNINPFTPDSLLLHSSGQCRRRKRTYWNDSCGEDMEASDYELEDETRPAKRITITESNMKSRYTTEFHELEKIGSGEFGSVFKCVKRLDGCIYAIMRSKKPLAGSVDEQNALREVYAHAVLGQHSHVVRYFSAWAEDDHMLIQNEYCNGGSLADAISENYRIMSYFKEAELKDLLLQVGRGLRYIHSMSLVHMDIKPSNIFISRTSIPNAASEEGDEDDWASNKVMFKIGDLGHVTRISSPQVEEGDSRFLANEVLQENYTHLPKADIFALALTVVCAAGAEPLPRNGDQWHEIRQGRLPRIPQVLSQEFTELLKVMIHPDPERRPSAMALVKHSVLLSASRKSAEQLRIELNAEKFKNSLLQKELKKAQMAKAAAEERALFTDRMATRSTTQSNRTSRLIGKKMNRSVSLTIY
Active calls of the source: *; . = no result given.

SMILES	TRPML3 agonist	TRPN1 ag	RBBP9 inh	BaF3 parental	Ba/F3 V617F tox	TNF death inh	PPC-1+TRAIL kill	CHOP inh	Wee1 stabilizer
COc1ccc(N2CCN(C3CC(=O)NC3=O)CC2)cc1 (configuration not stated)	1.0	0.6	-7	4	1	-0.6	6	8	-2
COc1cc2c(C#N)c(N3CCc4ccccc4C3)nc(N)c2c(N)n1	1.2	0.2	-5	5	5	-11	-27	.	1
Cc1nc(C)c(CC(=O)N2CCc3c([nH]c4ccccc34)C2c2ccccn2)s1 (configuration not stated)	0.5	-0.8	1	3	3	0.7	10	14	2
CC1CCCN(Cc2nc3c(c(=O)n(C)c(=O)n3C)n2CC(=O)c2ccccc2)C1 (configuration not stated)	-0.5	-0.8	-9	7	-2	-7.2	5	4	1
Cc1ccc(/C=N/NS(=O)(=O)c2ccc([N+](=O)[O-])cc2)o1	0.2	0.9	-2	8	3	2.1	2	18	8
Cc1ccc(N(CC(=O)NC2CCCCCC2)S(=O)(=O)c2c(C)nn(C)c2C)cc1	0.3	0.0	-5	2	-4	-0.3	-5	18	-2
COC(=O)c1ccc(CSc2nncn2C)cc1	0.7	1.9	-10	10	0	3.5	2	4	0
CCOC(=O)N(C)OC(=O)Nc1ccc(Cl)c(Cl)c1	1.5	0.2	-11	4	-2	1.9	12	34	-2
CCOC(=O)CSc1nnc(CSc2nc(N)c3c(C)c(C)sc3n2)n1-c1ccccc1	0.4	-0.9	-8	6	-1	1.6	0	-8	7
C#Cc1ccc([C@@H]2C=C(C(=O)OCC=C)O[C@H](OCC)[C@H]2CCCO)cc1	-1.1	-0.8	-7	-2	-2	1.6	0	33	3
CC(=O)c1cccc(NC(=S)NCc2ccco2)c1	-0.4	0.0	-3	7	-1	0.9	.	-4	0
COCc1cc(/C=N\NC(=O)c2ccc(Cl)cc2)ccc1OC	0.7	-1.0	-6	8	1	1.1	16	20	0
CCN(c1ccc(NC(=O)COC(=O)c2cccs2)cc1)C(C)C	0.2	-1.6	-8	3	-4	1.4	32	-23	-1
COc1ccc(OCCSc2nc(N)cc(=O)[nH]2)cc1	0.1	1.3	-11	2	-3	1.7	-13	8	7
O=C(NCCCn1ccnc1)c1noc2c1CCc1ccccc1-2	-0.1	1.2	-7	2	-1	0.5	26	-13	-1
NC(=S)N/N=C1\CC(n2nnnc2-c2ccccc2)C2COC1O2 (configuration not stated)	1.2	-0.4	-2	-8	-2	3.2	24	-3	5
Cc1ccsc1CNC12CC3CC(CC(C3)C1)C2	0.4	0.6	-10	4	-4	-1.8	-5	26	2
Cc1cccc(Nc2nc3c(S(=O)(=O)c4ccccc4)nnn3c3ccccc23)c1	0.8	-1.1	-7	3	0	0.9	11	35	2
CC(=O)Nc1ccc(/C(C)=N/NC(=O)CN(c2ccccc2Br)S(C)(=O)=O)cc1	0.2	1.5	1	6	-1	2.3	30	92*	-1
CSC(=CC(=O)c1ccccc1)SC	-0.5	-1.2	0	5	4	-1.9	-10	11	1
CCN(CC)S(=O)(=O)c1ccc2oc(C(=O)NCC3COc4ccccc4O3)c(C)c2c1 (configuration not stated)	1.1	1.3	-17	8	2	-3.9	23	46	5
Cc1ccc(/C=N/n2c(C3CCCCC3)n[nH]c2=S)o1	0.4	0.7	-1	7	1	0.4	24	17	3
CC1CN=C(N(C(=O)Nc2ccccc2)C(C)c2ccccc2)S1 (configuration not stated)	-0.9	1.1	1	-1	2	0.1	21	12	-1
COc1cccc(OCC(O)CN2CCN(CCN3C(=O)c4cccc5cccc(c45)C3=O)CC2)c1 (configuration not stated)	0.5	-2.9	-8	14	8	-2.2	16	36	2
O=C(O)c1cccnc1	0.1	0.8	1	5	-3	0.9	6	10	-3
More results follow.
SMILES	TRPML3 agonist	TRPN1 ag	RBBP9 inh	BaF3 parental	Ba/F3 V617F tox	TNF death inh	PPC-1+TRAIL kill	CHOP inh	Wee1 stabilizer
CCOc1ccccc1OCCOCCOc1c(Cl)cccc1Cl	0.4	-1.3	-3	7	2	1.0	-1	8	4
CSCCC(NS(=O)(=O)c1ccc2[nH]c(=O)c(=O)[nH]c2c1)C(=O)O (configuration not stated)	0.1	0.1	-2	-2	-2	0.6	12	17	0
CCN(CC)S(=O)(=O)c1ccc(N2CCCC2)c(NC(=O)C2CCCCC2)c1	0.2	0.3	2	-5	1	-0.2	-4	10	2
O=c1cc(-c2ccccc2)[nH]n1-c1nc2ccccc2s1	1.4	1.8	-3	4	-1	-8.4	-3	11	-4
CN1/C(=C\C(=O)COC(=O)c2ccc([N+](=O)[O-])o2)C(C)(C)c2ccccc21	0.2	3.2	3	3	1	-1.1	-11	24	0
O=C(CNC(=O)Cn1ccc2ccccc2c1=O)NCCCN1CCCCCC1	0.2	2.0	-10	4	-1	1.0	-8	13	1
CCN(CC)S(=O)(=O)c1cccc(NC(=O)COC(=O)c2cc(=O)c3ccccc3o2)c1	-0.3	-1.0	-2	1	-3	1.7	3	0	5
O=C(/C=C/c1cccc([N+](=O)[O-])c1)N(c1ccccn1)c1ccccn1	0.5	1.9	-7	0	-1	-4.3	0	5	-2
O=C(CCC1(C(=O)O)CCC(=O)NC1)NCc1ccccc1 (configuration not stated)	0.4	0.8	1	4	-3	-2.0	-1	24	-4
CC1(C)C(=O)OC(c2ccco2)C(C)(C)C1=O (configuration not stated)	0.6	-1.1	-1	3	1	8.2	11	-5	-3
CCn1c(O)c(N=Nc2ccc3ccccc3n2)c2ccccc21	0.7	0.9	-5	0	-4	-3.5	3	-9	4
CCOC(=O)C1(Cc2cccc(F)c2)CCN(CCCn2cccn2)CC1	0.3	0.9	3	-1	0	0.6	2	12	2
Cc1cc(Sc2nc(NC(C)C)nc(NC(C)C)n2)nc(Cl)n1	-0.5	-1.1	-11	1	2	-3.1	19	24	-2
Cc1ccc(CN2CC34C=CC(O3)C(C(=O)NCc3ccc5c(c3)OCO5)C4C2=O)cc1 (configuration not stated)	0.2	1.0	-7	3	-3	-0.6	8	-14	0
COCCCNC(=S)NNC(=O)C1CC1c1ccc(C(C)(C)C)cc1 (configuration not stated)	0.0	-0.8	-5	38*	7	0.3	-15	19	2
CCOC(=O)c1c(CN2CCN(C)CC2)n(C)c2cc(Br)c(OC)cc12	0.1	1.7	-7	8	-1	0.5	16	-57	0
COc1cc(OC)cc(C(=O)NCC(=O)OC2CCOC2=O)c1 (configuration not stated)	1.1	1.2	-1	8	-1	0.1	-2	13	-2
CC(CN1CCOCC1)OC(=O)C(C)(c1ccccc1)c1ccccc1 (configuration not stated)	-1.0	-1.9	-1	3	-1	-0.3	16	19	1
O=C(COC(=O)CCOc1ccccc1)NCc1ccco1	-0.2	-0.5	6	4	-2	-2.6	-23	-15	5
c1ccc(C(Cc2nc(-c3ccccn3)no2)c2ccccc2)cc1	-1.7	-1.1	-5	6	5	-2.0	2	46	0
O=C(/C=N/O)NCCCN1CCCCCC1	-0.6	1.3	2	3	1	0.1	-30	-15	-2
COC(=O)C(N)Cc1ccc(OC)c([N+](=O)[O-])c1 (configuration not stated)	0.5	-0.3	-7	1	-1	2.3	4	3	2
O=C(c1ccccc1-c1nc(-c2ccc(F)cc2)no1)N1CCCC1	-1.3	-0.8	-2	5	6	-2.7	12	29	3
O=C(CN1C(=O)NC2NC(=O)NC21)N/N=C/c1ccc(F)cc1 (configuration not stated)	1.0	0.5	-9	10	-3	-0.8	19	17	-1
O=C(CNC(=O)C1CCCCC1)OCc1cc(=O)oc2ccc3ccccc3c12	0.6	0.5	-5	4	-2	-0.4	0	28	3

Reprinted from the part before: 2 compounds, followed by the next part.
SMILES	TRPML3 agonist	TRPN1 ag	RBBP9 inh	BaF3 parental	Ba/F3 V617F tox	TNF death inh	PPC-1+TRAIL kill	CHOP inh	Wee1 stabilizer
O=C(CN1C(=O)NC2NC(=O)NC21)N/N=C/c1ccc(F)cc1 (configuration not stated)	1.0	0.5	-9	10	-3	-0.8	19	17	-1
O=C(CNC(=O)C1CCCCC1)OCc1cc(=O)oc2ccc3ccccc3c12	0.6	0.5	-5	4	-2	-0.4	0	28	3
O=C(COC(=O)c1ccc2c(c1)S(=O)(=O)c1ccccc1C2=O)NC1CC1	0.0	0.0	-7	1	-1	0.3	27	21	0
CC1(C)CC2CC(C)(CN2CC(=O)C(C#N)c2ccccc2)C1 (configuration not stated)	-0.4	0.3	-6	0	-2	1.0	-12	10	4
CCOc1ccccc1C1CC(c2cccs2)=NN1S(C)(=O)=O (configuration not stated)	0.1	0.7	-2	4	-1	0.0	18	22	-3
O=c1ccc(NS(=O)(=O)c2ccccc2)cn1Cc1ccc(Cl)c(Cl)c1	-0.5	0.5	-7	5	6	-4.7	17	-3	0
N/C(Cc1nc(-c2ccc(Br)cc2)cs1)=N\O	1.0	1.3	-1	0	-5	-1.2	-11	-25	0
Cn1cccc1C1(C(F)(F)F)NCCNC1=O (configuration not stated)	0.4	1.7	2	8	-1	2.1	14	15	0
O=C(CCCn1cnc([N+](=O)[O-])n1)Nc1ccc(Cl)cc1Cl	-0.3	-1.9	-14	5	0	45	11	12	-2
Cc1ccc(S(=O)(=O)N(CC(=O)Nc2ccccc2C(=O)O)c2ccccc2)cc1	0.4	0.4	-4	11	-1	-0.1	12	-4	3
Cc1ccc(C)c(CSc2nnc(-c3cccnc3)o2)c1	-0.5	-1.8	-9	1	-2	-0.7	2	16	0
COc1ccc(CCN2C(=O)CN(Cc3ccccc3)CC2=O)cc1OC	-0.6	-1.0	-3	3	-3	2.3	-18	10	0
Cc1c(Cc2ccccc2)c(NCCCO)n2c(nc3ccccc32)c1C#N	0.0	1.2	-11	4	3	-1.3	14	23	7
Cc1cc(=O)oc(C)c1C(=O)Nc1ccccc1F	0.8	1.1	-4	-2	1	1.2	-6	4	-4
O=[N+]([O-])c1ccc(N2CCCCC2)s1	0.5	1.2	-7	3	0	-0.6	0	29	-2
O=C(CCC(=O)OCC(=O)c1ccc(Cl)cc1)NC1CCCCC1	0.6	1.3	-6	-2	-1	-0.8	14	16	2

Source: PubChem (several laboratories)
